Cneo AK release = Cryptococcus neoformans lysis via adenylate kinase release | C. neoformans lysis, adenylate kinase release luminescence, 4 h; normalised: neutral wells 0, clomiphene wells 100 | lysis activity, % at 15 µM | actives 0.2% (n = 360,000) | AID 651654;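 active means mean lysis activity across replicates of at least 80%, whatever share of replicates individually reach that level; inactive means mean lysis activity below 80%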
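Assay system: log-phase C. neoformans yeast / Quantity: yeast cell density of 5 × 10^6 cells/mL / Medium: fresh YPD growth medium / Compound: single dose / Timing: static 4 h at 37 °C with compound, 1 h detection / Measured by: adenylate kinase release luminescence / Read-out: lysis from increased AK signal / Benchmarks: Clomiphene as positive lysis control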
S100A4 MyoIIA = S100A4-myosin IIA interaction inhibition | P26447 | S100A4/TAMRA-MyoIIA peptide fluorescence polarization | inhibition, % at 10.7 µM | actives 0.14% (n = 360,000);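 active means mean inhibition of at least 70% across replicates, with every replicate also reaching that level; inconclusive means mean inhibition reaches 70% but some replicates fall short; inactive means mean inhibition below 70%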
Target sequence (P26447 whole entry, looked up): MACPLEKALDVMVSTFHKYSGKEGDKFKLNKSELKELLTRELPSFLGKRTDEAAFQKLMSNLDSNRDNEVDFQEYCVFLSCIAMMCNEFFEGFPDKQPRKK
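Test system: S100A4 monomer protein; Medium: HEPES pH 7.2 with CaCl2, KCl, NaCl, DTT, Triton; Probe or stimulus: TAMRA-labelled myosin IIA heavy-chain peptide probe, 5 nM; Doses: one dose per compound; Times: polarization read 5 min after assay mix addition, stable 5–60 min; Benchmarks: neutral control DMSO, positive control TFP.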
LGR2 antag = blocks bursicon-induced cAMP signaling via Drosophila LGR2; HEK293 LGR2, CRE-luciferase, bursicon-stimulated, 4 h; inhibition, % at 9.99 µM; AID 720647; actives 0.35% (n = 380,000);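 active means drop in luminescence signal, shown as inhibition above about 50% in the replicate tests, limit read from the data, passing the limit was not always enough; inconclusive means probably only some replicates passing the limit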;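 further: agonist challenge used bursicon conditioned medium at about half maximal strength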
PGC1a acetyl inh = modulators of PGC1a acetylation; U2OS PGC1a acetylation, AlphaScreen anti-acetyl-lysine; with virally co-expressed GCN5 acetyltransferase; inhibition, % at 15.6 µM; actives 0.17% (n = 350,000); AID 651687;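 active means every replicate shows inhibition of at least 40%; inconclusive means mean inhibition at least 40% but some replicate below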;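 further: 0% = neutral control wells and 100% = positive control wells; some results beyond the cut were filed as inactive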
SIRT5 block = inhibitors of human sirtuin-5 desuccinylase. inhibition, % at 15 µM. actives 1.1% (n = 330,000). Purified SirT5, succinyl-peptide AMC, trypsin-coupled fluorescence. Q9NXA8. AID 652115; in the data active means inhibition above about 15%; inconclusive means no clear call, values can overlap the other calls
C2C12 statin = protects C2C12 myotubes from simvastatin toxicity; ATP luminescence, 48 h; scaled: DMSO 0, geranylgeraniol control 100; actives 0.78% (n = 330,000); rescue of ATP level, % at 7.49 µM; AID 602340;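 active means mean ATP rescue above about 67%, or every replicate alone reaching that limit, limit read from the data, passing the limit was not always enough; inconclusive means no clear call, values can overlap the other calls; inactive means mean under the limit and some replicate under it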;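 further: myotubes were challenged with 10 µM simvastatin during compound exposure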
ERAP1 inh = blocks human ERAP1 aminopeptidase activity; Q9NZ08; recombinant ERAP1, Leu-AMC fluorescence, 60 min; inhibition, % at 10.7 µM; actives 0.15% (n = 340,000); AID 652197;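 active means mean replicate inhibition of at least 30%, or all replicates individually reaching that 30% level; inactive means mean below 30% and not every replicate reaching it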;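 further: 0% = neutral control wells and 100% = L-leucinethiol positive control wells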
Target sequence (Q9NZ08 whole entry, looked up): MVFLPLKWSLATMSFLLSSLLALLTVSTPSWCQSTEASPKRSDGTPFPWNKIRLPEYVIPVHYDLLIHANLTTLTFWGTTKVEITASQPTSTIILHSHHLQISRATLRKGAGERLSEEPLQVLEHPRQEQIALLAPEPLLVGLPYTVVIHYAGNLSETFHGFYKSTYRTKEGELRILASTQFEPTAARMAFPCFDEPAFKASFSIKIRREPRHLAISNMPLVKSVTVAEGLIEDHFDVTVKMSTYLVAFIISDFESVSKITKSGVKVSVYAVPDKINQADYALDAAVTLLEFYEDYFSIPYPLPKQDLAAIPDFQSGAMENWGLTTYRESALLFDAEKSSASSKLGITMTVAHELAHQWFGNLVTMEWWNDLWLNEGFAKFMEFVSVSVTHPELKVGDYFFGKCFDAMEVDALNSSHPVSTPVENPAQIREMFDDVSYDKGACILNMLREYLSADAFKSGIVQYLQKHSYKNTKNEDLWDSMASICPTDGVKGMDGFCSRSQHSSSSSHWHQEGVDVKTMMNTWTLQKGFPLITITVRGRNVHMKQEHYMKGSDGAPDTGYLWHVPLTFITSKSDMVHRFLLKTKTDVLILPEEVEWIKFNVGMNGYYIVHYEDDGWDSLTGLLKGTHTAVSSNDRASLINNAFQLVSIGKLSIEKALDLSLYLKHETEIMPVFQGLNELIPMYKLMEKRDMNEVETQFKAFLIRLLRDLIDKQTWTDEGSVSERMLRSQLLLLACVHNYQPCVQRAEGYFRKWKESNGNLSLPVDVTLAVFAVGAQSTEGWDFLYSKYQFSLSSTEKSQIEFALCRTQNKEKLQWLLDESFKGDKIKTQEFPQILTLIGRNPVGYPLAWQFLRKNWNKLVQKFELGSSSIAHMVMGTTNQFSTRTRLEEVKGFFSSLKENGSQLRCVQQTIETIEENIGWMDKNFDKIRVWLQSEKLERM
Xi reactivation = X-chromosome reactivation activator; activation, % at 7.58 µM; XiGFP mouse fibroblasts, % GFP-positive cells imaging, 3 d; cells co-treated with 5-aza-dC sensitizer; scaled so ellipticine positive control = 100%; actives 0.055% (n = 360,000); AID 743238;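 active means mean normalized replicate activation at least 10% and every replicate at or above 10%; inconclusive means only one of the two criteria met; inactive means mean below 10% and not all replicates reach 10%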;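 further: 0% = median of on-plate neutral control wells and 100% = ellipticine 6 µM median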
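Assay system: SV40-immortalized XiGFP fibroblast cells, line 68-5-11; buffer or medium: DMEM plus 5-aza-dC sensitizer; compound: one concentration, pinned; timing: compounds 3 days, fix/stain 15 min at room temperature; benchmarks: positive control ellipticine, 6 µM final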
Active calls of the source: *; ? = inconclusive; · = no result given; & = joins results of further samples.

SMILES	Cneo AK release	S100A4 MyoIIA	LGR2 antag	PGC1a acetyl inh	SIRT5 block	C2C12 statin	ERAP1 inh	Xi reactivation
CC(C)c1ccc(Oc2cccc3c2S(=O)(=O)N(C2CCCC2)CC(COCc2ccccc2)O3)cc1 (centres undefined)	-0.3	4.9	-4.0	-19.6	-6.8	-3.2	-0.4	0.3
CCOC(=O)CNc1cccc(C(F)(F)F)c1	·	-8.4	8.9	0.8	1.7	·	-1.5	0.4
C[C@@H]1CCCCO[C@@H](CN(C)C(=O)C2CCCCC2)[C@@H](C)CN([C@@H](C)CO)C(=O)c2cc(NC(=O)CCCN(C)C)ccc2O1	3.7	·	16.4	1.7	·	30.9	·	7.3
CC(=O)c1cnn(-c2c(Cl)cc(Cl)cc2Cl)c1C	0.4	-3.6	·	2.8	6.4	·	-1.1	0.8
CC(=O)N1c2ccc(S(=O)(=O)N3CCCC(C(=O)Nc4cccc(F)c4)C3)cc2CC1C (centres undefined)	0.4	-6.8	-2.9	-22.0	-1.2	15.0	1.3	-0.4
CCC1C/C(=C\c2cccnc2)C(=O)/C(=C/c2cccnc2)C1 (centres undefined)	·	-1.5	·	·	0.8	·	0.0	0.4
CC(C)NC(=O)N(C)C[C@H]1Oc2c(NC(=O)Nc3ccccc3)cccc2C(=O)N([C@H](C)CO)C[C@@H]1C	-0.5&-0.9	-5.0&-4.5	2.3&-8.3	2.4&-1.0	-1.4	-6.6&2.1	-6.3	3.3&-0.2
Cc1ccc(S(=O)(=O)CC2CSc3nc(N)cc(=O)n32)cc1 (centres undefined)	1.1	-2.5	-7.0	4.9	-2.7	-1.9	1.6	·
CCS(=O)(=O)N1[C@H](CO)[C@H](c2ccc(-c3cccc(F)c3)cc2)[C@@H]1C#N	-3.8	-10.1	4.7	7.4	0.2	-20.7	-0.8	0.2
O=c1cc(NCc2ccccc2)nc2ccccn12	·	-6.2	-35.3	·	·	·	-0.5	0.0
Cc1ccc2c(c1)N(C(=O)CCC(=O)NCc1cccnc1)CCO2	1.0	1.3	-2.4	10.4	-8.2	-17.0	2.7	0.2
CN(CC(=O)Nc1ccc(Cl)c(C(F)(F)F)c1)C(=O)Cc1ccsc1	1.4	-5.8	6.4	-8.6	-4.4	-3.6	-1.5	-0.1
CC(C)=CCC[C@](C)(O[C@@H]1O[C@H](CO[C@@H]2OC[C@H](O[C@@H]3OC[C@@H](O)[C@H](O)[C@H]3O)[C@H](O)[C@H]2O)[C@@H](O)[C@H](O)[C@H]1O)C1CC[C@]2(C)C1[C@H](O)CC1[C@@]3(C)CC[C@H](O)C(C)(C)C3[C@@H](O)C[C@]12C (some centres undefined)	-5.7	2.7	-2.6	·	·	-11.6	·	0.0
O=S(=O)(c1ccc2ccccc2c1)N1CCN(Cc2ccccn2)CC1	·	-5.3	4.7	·	-5.4	·	-5.9	0.1
O=C(COC(=O)C1(c2ccccc2)CC1)NNC(=O)c1ccccc1	·	-1.7	9.5	·	0.6	·	-0.9	0.1
CN(C)CC(=O)N1[C@@H](C#N)[C@H](c2ccccc2-c2ccccc2F)[C@@H]1CO	·	25.9	-4.4	-2.7	-0.8	·	2.6	0.1
O=C(CC(NS(=O)(=O)c1ccc(Cl)cc1)c1ccco1)N1CCc2ccccc21 (centres undefined)	0.6	1.2	-12.1	-4.7	-1.1	-25.6	-1.7	·
CC1CCN(Cc2cc(=O)oc3cc4c(cc23)CCCC4)CC1	-0.7	2.1	-21.4	-2.1	-5.2	-6.6	3.0	0.1
COc1ccc(/C=C(/NC(=O)c2ccc(C)cc2)C(=O)NCC2CCCO2)cc1 (centres undefined)	-0.1	-4.5	10.3	·	-1.2	0.9	2.2	0.1
CC(=O)CCC(=O)OCC(=O)c1ccc(C(F)(F)F)cc1	-0.1	2.1	16.2	·	-2.2	-1.0	2.1	0.0
CN=C1SC(CC(=O)Nc2c(C)cccc2C)C(=O)N1/N=C/c1cccs1 (centres undefined)	·	2.8	3.5	·	-4.2	·	-2.9	0.0
Cn1cccc1C(=O)NCc1ccc(Cl)cc1	7.4	-4.0	-11.6	9.6	1.3	0.4	1.2	-0.1
COc1ccc2c3c([nH]c2c1)[C@@H](CO)N(C(=O)Cc1ccccc1)CC31CCN(C)CC1	·	18.0	-10.3	5.2	-1.9	·	-4.0	0.3
Cc1noc(C)c1NC(=O)NCC[C@@H]1CC[C@@H](NC(=O)Cc2cccnc2)[C@@H](CO)O1	5.4	·	1.7	-4.9	6.4	10.9	·	0.5
COc1ccc(O)c(C(=O)c2cnc3c(c2)c(=O)[nH]c(=O)n3C)c1	0.5	·	-13.8	-5.5	·	·	·	0.0

Next part:
SMILES	Cneo AK release	S100A4 MyoIIA	LGR2 antag	PGC1a acetyl inh	SIRT5 block	C2C12 statin	ERAP1 inh	Xi reactivation
CSc1ccccc1-c1nc(-c2ccncc2)no1	-2.0	-9.8	-106.5	-8.3	-2.6	-9.0	-3.0	0.1
C[C@H](O)C#Cc1cnc2c(c1)C(=O)N([C@H](C)CO)C[C@H](C)[C@@H](CN(C)Cc1ccccn1)O2	-1.8	3.2	-14.0	-9.8	0.3	2.9	1.6	-0.9
O=C(Nc1ccc2c(c1)OCCO2)C(C1CC1)n1c(=O)c(-c2cc3ccccc3[nH]2)nc2ccccc21 (centres undefined)	·	-9.3	3.8	·	-0.3	·	·	-0.1
COc1ccccc1OCC(=O)N/N=C/C=C/c1ccc([N+](=O)[O-])o1	0.9	0.5	-14.6	0.0	-8.1	·	7.2	1.2
COc1ccc(NC(=O)N(C)C[C@@H]2Oc3c(NC(=O)NC4CCCCC4)cccc3C(=O)N([C@H](C)CO)C[C@H]2C)cc1	-0.6	3.3	15.2	-3.8	2.3	-10.9	3.5	-1.2
Cc1oc2cc(OC(=O)c3ccco3)ccc2c(=O)c1-c1nc2ccccc2n1C	·	1.2	-10.5	·	3.6	·	-2.3	0.4
NC(=O)CC(NC(=O)Cc1ccc(Cl)cc1)c1ccc(NCCOc2ccccc2)c([N+](=O)[O-])c1 (centres undefined)	2.4	-3.5	-9.8	·	-1.9	2.1	0.6	0.3
CCCS(=O)(=O)NC(=O)C1(C)CCCN(C(=O)c2ccnc(Cl)c2)C1 (centres undefined)	3.3	-1.0	2.1	2.4	1.3	8.7	-0.6	0.0
C[C@@H]1CN([C@@H](C)CO)C(=O)c2cccc(NS(=O)(=O)c3cccs3)c2O[C@@H]1CN(C)Cc1ccccc1	-5.2	-18.7	3.6	-12.5	-4.6	-20.2	-0.8	-0.1
CC(Oc1ccc(S(=O)(=O)N2CCCC2)cc1[N+](=O)[O-])C(=O)N(C)c1ccccc1 (centres undefined)	3.5	-2.5	-8.7	·	-5.4	10.0	-0.5	0.3
Cc1cc(=O)n2nc(N3CCC(C(=O)NCc4ccc(Cl)cc4)CC3)sc2n1	-3.7	-7.1	-8.3	-9.0	-1.1	11.3	0.6	0.1
COc1ccccc1N1CC(C(=O)NCC2COc3ccccc3O2)CC1=O (centres undefined)	-1.8	-1.3	0.6	-4.0	-0.7	14.1	-0.1	0.0
COc1ccc(NC(=O)N(C)C[C@H]2Oc3c(cccc3N(C)C)C(=O)N([C@H](C)CO)C[C@H]2C)cc1	5.3	-18.6	-1.3	-7.0	-0.2	-6.0	3.7	-1.3
COc1cc(SC)ccc1C(=O)OCC(=O)NCCC1=CCCCC1	0.5	0.3	1.0	·	0.5	15.6	0.1	0.1
COc1cccc(CNCCO)c1OCc1ccccc1Cl	1.2	6.0	·	1.6	1.9	·	0.7	0.0
COc1ccc(CNC(=O)N2CCN(c3ccc(F)cc3)CC2)cc1	6.2	3.8	18.6	2.4	-0.1	20.5	2.2	0.0
CCOc1ccccc1NC(=O)c1cccc(NC(=O)CC(c2ccccc2)c2ccccc2)c1	4.3	13.3	3.1	2.8	-3.3	-11.0	-1.0	·
O=[N+]([O-])c1cc(C(F)(F)F)ccc1NN=C1CCCC1	10.2	·	-5.3	2.6	·	·	·	0.7
Cc1c(C(=O)Oc2cccc3cccnc23)oc2ccccc12	-1.5	-2.8	8.9	3.5	0.9	-5.0	-0.4	0.1
COc1ccc(C)cc1-n1c(SCC(=O)N2CCOCC2)nc2ccccc2c1=O	0.3	-6.7	1.4	-3.2	·	7.6	-9.3	0.2
C[C@@H]1CN([C@H](C)CO)C(=O)c2cc(/C=C/c3ccccc3)cnc2O[C@H]1CN(C)C(=O)c1ccc2c(c1)OCO2	3.3	-22.6	-7.6	27.5	0.7	24.7	4.1	-0.2
CCOC(=O)c1c(-c2ccc(C)cc2C)csc1NC(=O)CSc1nnnn1C	1.6	-1.1	26.4&37.7	?	2.6	8.4	0.4	·
CC(C)(C)OC(=O)C[C@@H]1C/C=C\C[C@@H](CC(=O)N[C@H](CO)Cc2ccccc2)C(=O)NC[C@H](c2ccccc2)OC1=O	1.3	-1.9	4.7	3.6	·	2.4	0.9	0.1
O=C(c1ccc2c(c1)OCO2)C1CCCN(C(=O)NCc2ccccc2)C1 (centres undefined)	·	-0.8	-8.5	·	-2.2	·	-1.6	0.5
O=C(CC1C(=O)NCCN1C/C=C/c1ccccc1)NCCc1cccnc1 (centres undefined)	0.3	26.4	·	0.3	-1.4	-3.9	-1.5	0.1

The list goes on:
SMILES	Cneo AK release	S100A4 MyoIIA	LGR2 antag	PGC1a acetyl inh	SIRT5 block	C2C12 statin	ERAP1 inh	Xi reactivation
CCO[C@H]1OC(C(=O)N2CCOCC2)=C[C@@H](c2ccccc2)[C@@H]1CCCO	5.5	1.1	1.6	6.1	0.5	14.3	-2.6	0.4
C=CCNC(=O)COC(=O)c1c2c(nc3ccccc13)CCC2	0.5	0.3	-11.1	-15.7	-3.8	-4.6	-2.5	0.1
COc1ccc(S(=O)(=O)N(C)C[C@@H]2OCCCC[C@@H](C)Oc3ccc(NC(=O)c4ccccc4)cc3C(=O)N([C@@H](C)CO)C[C@@H]2C)cc1	-1.9	-7.3	-16.9	-14.0	4.1	·	-2.3	0.1
COc1cc(O)c(C=Nc2ccccc2NS(=O)(=O)c2ccc(C)cc2)c(OC)c1	·	-2.9	-3.2	·	·	·	-0.1	-0.1
Cc1[nH]n(-c2ccccc2)c(=O)c1N=Nc1ccccc1O	·	-0.6	4.0	8.5	-3.3	·	8.6	0.0
COc1ccc(CCNC(=O)C(=O)NCC2CCCN2S(=O)(=O)c2ccccc2)cc1OC (centres undefined)	·	2.9	11.1	-3.0	-3.8	2.4	1.3	0.0
CCCCN(C(=O)c1cccc(-n2cnnn2)c1)c1c(N)n(CC(C)C)c(=O)[nH]c1=O	-0.8	0.8	5.9	-3.6	-0.8	4.8	0.0	0.0
CC(=O)N1CCN(Cc2nc3cc(NC(=O)c4cccc(Br)c4)ccc3n2C)CC1	-1.4	-4.1	-34.0	·	·	-2.3	-1.8	0.0

Not all compounds are listed; count on the stated rates, not on these rows.
